# Screens deposited in PubChem by National Center for Advancing Translational Sciences (NCATS).
# ERK EGF inh – EGF-driven ERK pathway inhibition | HEK293-V1b, EGF-stimulated phospho-ERK AlphaScreen | Potency, µM (series often up to 11.5 µM), for inactives: top-dose activity change, negative = inhibition, most hits filed as inhibitors | 130,000 compounds, 0.41% hits; active = well fitted inhibition curve with a large enough effect; inconclusive = small, poorly fitted or top-dose-only effect, or effect the other way;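 also: plate controls were stimulated vehicle wells for no effect and unstimulated vehicle basal for full effect; nearly all actives have a fitted effect of over 55% in size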
#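 Homogeneous cell-based phospho-ERK assay: HEK293/V1b cells in 1% FBS, compound 30 min then EGF 5 min, AlphaScreen luminescence. Activity normalized between DMSO and 25 nM EGF controls; AC50 from Hill modelling.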
# * marks the source's active call; other numbers are inactive results; ? = inconclusive; [ ] = dose if it differs, or a comment. Potency is read from the fitted curve at half-maximal effect. Not all compounds are listed; rates above refer to the full screens.
mol,ERK EGF inh
C[C@@]12CCC=C[C@H]1[C@H](c1ccoc1)N(Cc1ccccc1)C2=O,7%[57.5 µM]
Cc1cc(C)nc(N2CCN(C(=O)CCC(=O)Nc3nnc(C(C)C)s3)CC2)n1,6%[57.5 µM]
COC(=O)[C@@]1(Cc2ccc(F)cc2)[C@H]2c3cc(C(=O)N4CCCC4)n(Cc4c(CO)[nH]cc(C)c4=O)c3C[C@H]2CN1C(=O)c1ccccc1,-10%
Oc1c(Br)cc(/C=N/NC(=S)NCc2ccco2)cc1Br,?
O=C(CCCC(=O)N1CCN(c2ccc([N+](=O)[O-])cc2)CC1)c1ccccc1,8%
COCCCN1C(=O)C(=O)/C(=C(/O)c2ccc(OC)cc2)C12C(=O)N(C)c1ccccc12 (centres undefined),0%
CN(c1ccc(OCC(=O)N2CCOCC2)cc1)S(=O)(=O)c1ccc(F)cc1,2%[57.5 µM]
CCOc1cccc(/C=N/Nc2nc(N3CCCC3)nc(N3CCCC3)n2)c1O,-18%[57.5 µM]
Cc1cc(C(=O)N/N=C/c2ccc([N+](=O)[O-])cc2)c(C)o1,-1%
S=C(Nc1ccc(Br)cc1Cl)NN1CCOCC1,4%
Cc1onc(-c2c(F)cccc2Cl)c1C(=O)O/N=C(\N)c1ccc([N+](=O)[O-])o1,-3%[57.5 µM]
O=c1[nH]c(-c2ccco2)nc2sc3c(c12)CCCC3,-1%
COc1ccc(NS(=O)(=O)c2cccc(C(=O)NNC(=O)NCCCl)c2)cc1,3%
Cc1c(C(=O)NCCSCc2ccc(F)cc2)cnn1-c1ccc(Cl)cc1,-5%[57.5 µM]
CCOC(=O)/C(C#N)=C/c1ccc(N2CCN(Cc3ccccc3)CC2)cc1,8%

# A few values from the entries so far:
# Entry for `CCOC(=O)/C(C#N)=C/c1ccc(N2CCN(Cc3ccccc3)CC2)cc1` under ERK EGF inh: 8%
# Entry for `S=C(Nc1ccc(Br)cc1Cl)NN1CCOCC1` under ERK EGF inh: 4%
# Entry for `COC(=O)[C@@]1(Cc2ccc(F)cc2)[C@H]2c3cc(C(=O)N4CCCC4)n(Cc4c(CO)[nH]cc(C)c4=O)c3C[C@H]2CN1C(=O)c1ccccc1` under ERK EGF inh: -10%

# The results go on.
mol,ERK EGF inh
O=C(CCc1nnc(Cc2cccc(C(F)(F)F)c2)o1)NC1CC1,4%
Cc1nn(-c2ncc(C(F)(F)F)cc2Cl)c(=O)n1-c1ccc(F)cc1,2%
O=C(N/N=C1\CCCc2oc(C(=O)O)cc21)c1ccccc1,7%
Cc1nn(Cc2cccc(C(=O)O)c2)c(C)c1[N+](=O)[O-],-27%[57.5 µM]
CCC(NC(=O)c1ccccc1NC(=O)c1ccccc1)C(=O)NNC(=O)CSc1nc2ccccc2o1 (centres undefined),6%
O=[N+]([O-])c1cccc(-c2cn(-c3ccccc3)c(=S)[nH]2)c1,0%
CCn1nc(C)c(/C=N/NC(=O)Cn2cncn2)c1C,1%[57.5 µM]
CCn1c(-c2cc(-c3cc(C)ccc3C)nc3ccccc23)n[nH]c1=S,-11%
COc1ccc(-c2coc3cc(O)ccc3c2=O)c(O)c1O,-1%
Cc1cc(=O)oc2cc(OCc3ccc(C(=O)N4CCN(c5ccccc5)CC4)cc3)ccc12,7%
CC1SC(C)C(=O)N(CC(=O)Nc2ccc3c(c2)OCO3)C1=O (centres undefined),-4%
O=S(=O)(Nc1nc2ccccc2nc1Cl)c1ccc(Br)cc1,44%
CC(C)OCCCn1c(=NC(=O)c2cccs2)c(C#N)cc2c(=O)n3ccccc3nc21,-18%[57.5 µM]
COc1ccc(CC(NC(C)=O)C(=O)NC2CCN(c3ncccc3[N+](=O)[O-])CC2)cc1 (centres undefined),-5%
COc1ccccc1-c1noc(CCC(=O)Nc2cccc(C(F)(F)F)c2)n1,2%

# Remaining list, next part.
mol,ERK EGF inh
O=[N+]([O-])c1ccc(C=Nc2ccc(Cl)c([N+](=O)[O-])c2)s1,-9%
CC(=O)c1ccc(N(C(=O)Cn2nnc3ccccc32)C(C(=O)NCc2ccccc2)c2ccccn2)cc1 (centres undefined),-3%
CC(C)(C)c1cc(NC(=O)CCl)n(-c2ccccc2)n1,-6%[57.5 µM]
C(=N\Nc1nc(N2CCCCCC2)nc(N2CCCCCC2)n1)/c1ccccc1,-1%
COc1ccc(OCCC(=O)NCCN2CCOCC2)cc1,-8%
CCCCn1c(=O)c(C(=O)N/N=C/c2ccc(F)cc2)c(O)c2ccccc21,-1%
O=C(CNc1ccc2ccccc2c1)NNC1=NCCC1,-6%
CCC(=O)N1CCc2cc(Br)cc(S(=O)(=O)CCC(=O)NCc3ccco3)c21,-4%
CC(Cc1cccs1)NC(=S)Nc1ccc(F)cc1 (centres undefined),-3%
Cc1cc(C)cc(OCc2ccc(C(=O)NN)o2)c1,-9%[57.5 µM]
COc1ccc(C(=O)NCc2nnc(SCC(=O)N3CCc4ccccc43)n2C2CCCCC2)cc1,5%
Cc1ccc2nc(N3C(=O)CNC3=S)sc2c1,2%[57.5 µM]
CCc1ccc(OCC(=O)OCC(=O)c2c(N)n(C)c(=O)n(C)c2=O)cc1,9%
CN(C)c1ccc(NC(=O)COC(=O)Cn2nnc3ccccc32)cc1,-4%
COc1cccc(C(O)c2cnc(C(C)C)n2C)c1 (centres undefined),-18%[57.5 µM]

# Remaining list, next part:
mol,ERK EGF inh
CCO[C@@H]1OC(C(=O)N2CCN(Cc3ccc4c(c3)OCO4)CC2)=C[C@H](c2csc3ccccc23)[C@H]1CCCO,-9%[57.5 µM]
O=C(CSc1n[nH]c(-c2ccccc2Cl)n1)NCc1cccc(C(=O)O)c1,-3%
Cc1ccc(NS(=O)(=O)c2cccc(C(=O)NNC(=O)NC3CCCCC3)c2)c(C)c1,16%
COc1ccc(C(=O)Cn2ccsc2=NC(C)=O)cc1,0%
COc1ccc(-c2c(O)c3c(OC)c4c(cc3oc2=O)OC(C)(C)C=C4)cc1,14%
COc1cc2c(cc1OC)C(c1c[nH]c3ccccc13)NCC2 (centres undefined),-7%
CCCCOC(=O)Nc1ccc(N(C)C)cc1,?
CCC(=O)NNC(=O)CCC(=O)Nc1cccc(Cl)c1C,2%
Brc1cccc(OCCN2CCCCC2)c1,1%
FC(F)(F)c1cccc(NC(=S)NNC(=S)Nc2ccc(Cl)cc2)c1,-5%[57.5 µM]
NCCCCC(NC(=O)C1CCCN1C(=O)C1CSSCC(N)C(=O)NC(Cc2ccc(O)cc2)C(=O)NC(Cc2ccccc2)C(=O)NC(CCC(N)=O)C(=O)NC(CC(N)=O)C(=O)N1)C(=O)NCC(N)=O (centres undefined),4%
COCCn1c(=NC(=O)c2ccc(S(=O)(=O)N3CCc4ccccc4C3)cc2)sc2cc(S(N)(=O)=O)ccc21,16%
C[C@H](NC(=O)c1nc[nH]c1C(=O)NCC(=O)OC(C)(C)C)C(=O)OC(C)(C)C,3%[57.5 µM]
Cc1cc(NNC(=O)c2ccccc2)nc(NNC(=O)c2ccccc2)n1,-15%
CCOc1cc(C(N)=O)cc(Br)c1OC,-1%

# The listing continues:
mol,ERK EGF inh
CN(C)CCN(Cc1cc2cc3c(cc2[nH]c1=O)OCO3)C(=S)NCC1CCCO1 (centres undefined),2%
CCn1cc(-c2n[nH]c(=S)n2-c2ccc(C)cc2Br)c(=O)c2ccc(C)nc21,-18%[57.5 µM]
CCN(c1ccccc1)c1nc2nonc2nc1NCCO,?
O=c1[nH]n(-c2ccc([N+](=O)[O-])cc2)c(=O)c2ccccc12,-2%
CC(C)(C)NC(=O)c1ccc(C(=O)NC(C)(C)C)cc1,14%[57.5 µM]
CCOC(=O)C1(Cc2ccc(OC)cc2)CCN(C(=O)CC2CCC(=O)N2)CC1 (centres undefined),-15%[57.5 µM]
O=C(CN(CCc1ccccc1)S(=O)(=O)c1ccc(Br)cc1)N/N=C/c1ccc2c(c1)OCO2,1%
CCc1cccc(C)c1NC(=S)N(CCOC)C(C)c1ccco1 (centres undefined),-14%[57.5 µM]
O=[N+]([O-])c1ccc(NC(=S)N2CCN(c3ccccc3)CC2)cc1,?
CCCCOc1ccc(C(=O)Nc2ccc(C)cc2[N+](=O)[O-])cc1,?
COc1ccc(C(=O)N2CCn3c2nc2ccccc23)cc1,-3%
CC(=O)c1ccc(Oc2cnccn2)cc1,-4%
Cn1c(SCc2cc([N+](=O)[O-])cc3c2OCOC3)nnc1-c1ccccn1,2%
CCCN(C(=O)c1cc2c(s1)CCC2)c1c(N)n(Cc2ccccc2)c(=O)[nH]c1=O,3%[57.5 µM]
CC(CC(=O)Nc1ccccc1)n1ccnc1 (centres undefined),-1%

# (further entries)
mol,ERK EGF inh
Cc1ccccc1Oc1ncnc(N)c1[N+](=O)[O-],-11%
O=C(CN1CCN(c2ccc(F)cc2)CC1)NC(=O)NCc1ccco1,-8%
CC(=O)Nc1ccc(C(=O)N/N=C/c2cc(Br)cc(Br)c2O)cc1,11%
CCOCCCNC(=O)CCCC1=NS(=O)(=O)c2ccccc2N1,-8%
C(=C\c1ccccn1)/c1ccccn1,28%[57.5 µM]
CCC1(C)CC(C(N)=S)CCO1 (centres undefined),4%[57.5 µM]
CC(=O)c1ccc(NC(=O)CSc2nc(C)cc(C)c2C(N)=O)cc1,-7%
C[C@H](NC(=O)C1(c2ccccc2)CCN(C(=O)[C@H]2CSCN2C(=O)OC(C)(C)C)CC1)C(=O)O,11%[57.5 µM]
O=S(=O)(CC(CN1CCCC1)N1CCCC1)c1ccc2ccccc2c1 (centres undefined),5%
O=C(CCc1ccccc1)Nc1ccc(S(=O)(=O)N2CCCC2)cc1,-4%
CCNC(=O)CC1C(=O)N(c2ccc(C)cc2)C(=O)N1CCc1sccc1C (centres undefined),0%
O=[N+]([O-])c1cccc2c3c([nH]c12)CCCC3,-1%[57.5 µM]
O=C(c1ccc(Cn2c(=O)[nH]c3ccsc3c2=O)cc1)N1CCN(c2ccccc2)CC1,-34%
C=CCn1c(SCC(=O)Nc2ccc3c(c2)CCC3)nc2ccccc2c1=O,4%
CC(=O)Nc1ccc(S(=O)(=O)NCc2ccc(C(=O)NCCN3CCCCCC3)cc2)cc1,0%[57.5 µM]

# Next structures.
mol,ERK EGF inh
CC(CC(=O)N1CCN(c2ccccc2F)CC1)c1ccccc1 (centres undefined),6%
COc1ccc(CNC(=O)Nc2ccccc2)cc1,-5%[57.5 µM]
CC1=C2C3OC(=O)C(C)[C@@H]3CC[C@](C)(O)C2C2C3C4C5(C12)[C@H]1OC(=O)[C@@H](C)C1CC[C@]4(C)O[C@]5(C)[C@@H]3O (some centres undefined),14%
O=C1NCCNC(=O)c2ccccc2OCCOc2ccccc21,6%
CCOc1cccc(OCCn2cnc3ccccc3c2=O)c1,-8%
CSc1ccc(CN2CCN(Cc3ccc([N+](=O)[O-])cc3)CC2)cc1,?
COc1ccc(NC(=O)CO/N=C2\CCCc3nonc32)cc1,1%
c1ccc(CNc2ncnc3scc(-c4cccs4)c23)nc1,-8%
C=CCSC1=N/C(=C/c2ccsc2)C(=O)N1c1ccccc1,-6%
COc1ccccc1/C=C/C=C1\Oc2c(ccc(O)c2CN2CCN(CCO)CC2)C1=O,0%
O=C(C[n+]1ccccc1)Nc1ccccc1C(=O)O,1%
O=C(CNc1cccc2ccccc12)N/N=C/c1ccccn1,1%[57.5 µM]
Cc1ccc(C(NC(=O)N2CCCCC2)=C(Cl)Cl)cc1F,6%
Cc1cc(OCC(=O)N(C(C)C)C(C)C)cc(C)c1Br,4%
CCC12C(=O)C(CC)(C(c3ccccc3)=C1c1ccccc1)[C@@H]1C(=O)N(c3ccccc3)C(=O)C12 (some centres undefined),11%

# Quoted at random: 2 entries already listed
mol,ERK EGF inh
CC(=O)c1ccc(Oc2cnccn2)cc1,-4%
CCc1ccc(OCC(=O)OCC(=O)c2c(N)n(C)c(=O)n(C)c2=O)cc1,9%

# (cont.)
mol,ERK EGF inh
O=C(c1ccc(C(F)(F)F)cc1)C1CCCN(C(=O)c2cnccn2)C1 (centres undefined),-11%
O=C(Cc1ccccc1)NCc1ccc(F)cc1,1%
COC(=O)c1nnn(-c2nc(N(C)C)nc(N(C)C)n2)c1C,3%
CC(C)N1CCNCC1,5%
CC1(C)CC(=O)C(C=NCC2CCN(C(=S)Nc3ccccc3)CC2)=C(O)C1,6%[57.5 µM]
NNC(=O)c1cc2sccc2s1,-3%[57.5 µM]
CCOc1ccc(S(=O)(=O)N(C(=O)c2ccco2)c2cc3sc(=O)oc3c3ccccc23)cc1,-3%
Cc1ccc(-n2cc(-c3ccccc3)c3c(=O)[nH]cnc32)cc1,8%
Oc1c(C=Nc2ccccc2)sc(=S)n1Cc1ccccc1,2%
CN(Cc1ccccc1)S(=O)(=O)c1ccc(NC(=S)NC(=O)C(C)(C)C)cc1,-7%
COc1ccc2c(-c3cc4ccc(OCc5ccc(F)cc5)cc4oc3=O)cc(=O)oc2c1,7%
COCCNc1nc(C)cc(-c2cc(-c3ccc(Cl)cc3)on2)n1,-7%[57.5 µM]
COCCNC(=S)Nc1cc(OC)c(NC(=O)c2ccco2)cc1OC,-3%
O=C(N/N=C/c1c[nH]c2ccccc12)c1ccncc1,6%
CCOC(=O)c1[nH]ncc1CN1CCCC(C(=O)c2cccc(OC(C)C)c2)C1 (centres undefined),-2%

# (next part)
mol,ERK EGF inh
COc1ccc(NC(=O)CSc2nc3[nH]ncc3c(=O)n2-c2ccccc2C)cc1OC,0%
CN(C(=O)CSc1nc2c(cnn2-c2ccccc2)c(=O)[nH]1)C1CCS(=O)(=O)C1 (centres undefined),-3%
Fc1ccccc1C1CC(c2ccco2)=Nc2ccccc2S1 (centres undefined),16%[57.5 µM]
CCOC(=O)c1ccccc1NC1c2ccccc2C(=O)N1C1CCN(C(=O)OCC)CC1 (centres undefined),7%
